NR1D1 modulator – modulators of Rev-erb alpha DNA binding, primary screen, biochemical, FITC-DNA, fluorescence polarization, uHTS. AID 1259318, 2017. 370,000 compounds, 0.79% hits. Nuclear receptor subfamily 1 group D member 1 (Homo sapiens), P20393. Rev-erbα–FITC-DNA binding, 90 min. activity, % at 10 µM;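 active = activity above about 14%, limit read from the data; passing the limit was not always enough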;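 note: 0% = DMSO wells with 35 nM protein and 100% = DMSO wells with 750 nM protein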
Target sequence (P20393 whole entry, looked up): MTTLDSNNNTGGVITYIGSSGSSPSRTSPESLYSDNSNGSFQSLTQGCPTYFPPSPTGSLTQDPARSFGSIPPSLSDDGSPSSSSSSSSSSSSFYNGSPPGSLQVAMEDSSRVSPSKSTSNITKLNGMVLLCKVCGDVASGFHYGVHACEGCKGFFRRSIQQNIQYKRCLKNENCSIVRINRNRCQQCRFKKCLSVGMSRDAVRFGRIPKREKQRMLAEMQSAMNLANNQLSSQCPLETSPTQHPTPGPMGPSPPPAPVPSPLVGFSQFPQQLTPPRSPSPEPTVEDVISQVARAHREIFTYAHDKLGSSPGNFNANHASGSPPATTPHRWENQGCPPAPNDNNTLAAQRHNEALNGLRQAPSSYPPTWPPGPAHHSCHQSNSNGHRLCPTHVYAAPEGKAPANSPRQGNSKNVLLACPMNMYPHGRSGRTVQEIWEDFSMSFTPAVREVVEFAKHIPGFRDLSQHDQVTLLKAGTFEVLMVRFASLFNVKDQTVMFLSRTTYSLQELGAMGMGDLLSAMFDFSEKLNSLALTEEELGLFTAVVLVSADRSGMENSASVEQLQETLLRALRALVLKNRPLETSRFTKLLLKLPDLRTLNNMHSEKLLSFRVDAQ
PLCb3 inh – human PLC-beta3 inhibitors, primary screen, biochemical, fluorescence; 1-phosphatidylinositol 4,5-bisphosphate phosphodiesterase beta-3 (Homo sapiens), Q01970; Purified PLC-beta3, fluorogenic substrate; inhibition, % at 12.2 µM; 370,000 compounds, 0.18% hits; AID 720704, 2013; in the data active = inhibition above about 11%;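 note: 0% = median of compound wells on plate and 100% = full blocker control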
sPLA2-III inh – human group III sPLA2 inhibitors, primary screen, biochemical, QFRET, BODIPY PC-A2 liposome substrate; 370,000 compounds, 0.56% hits; QFRET BODIPY PC-A2 liposome hydrolysis, fluorescence; inhibition, % at 12.2 µM;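 active = inhibition above mean plus 3 SD of compounds lying within the high and low control bounds, cut at about 19% in these data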;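 note: 0% = median of test compound wells and 100% = no enzyme DMSO wells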
DAX1 inh-1 – DAX1 (NR0B1) inhibitors, primary screen, cell-based, HEK293, Gal4-DAX1, luciferase luminescence | Nuclear receptor subfamily 0 group B member 1 (Homo sapiens), P51843 | HEK293 Gal4-DAX1 luciferase reporter | inhibition, % at 6.75 µM | 340,000 compounds, 0.99% hits | AID 504766, 2011;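 active = inhibition above the mean over all tested compounds plus 3 SD, cut at about 4.2% in these data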;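 note: 0% = DAX1-transfected cells with DMSO and 100% = empty-vector control cells with DMSO; inhibition shows as a rise in luminescence from relieved DAX1 repression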
Target sequence (P51843 207-470 limits assumed): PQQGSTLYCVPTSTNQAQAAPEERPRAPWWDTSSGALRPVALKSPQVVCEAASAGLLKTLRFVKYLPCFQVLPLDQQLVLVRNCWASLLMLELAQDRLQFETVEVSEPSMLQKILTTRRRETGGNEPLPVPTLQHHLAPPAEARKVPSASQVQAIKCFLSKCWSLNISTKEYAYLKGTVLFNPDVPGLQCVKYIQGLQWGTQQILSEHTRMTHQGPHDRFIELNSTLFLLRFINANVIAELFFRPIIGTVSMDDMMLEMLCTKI
ssDAF12 agonist – S. stercoralis DAF-12 nuclear receptor activators, primary screen, cell-based, luminescence, HEK293, GRIP1 co-expression, lit1-tk-luc. Nuclear hormone receptor DAF-12 (Strongyloides stercoralis). HEK293 ssDAF-12/GRIP1 lit1-tk-luc reporter; % of 3 µM dafachronic acid response. activation, % at 6.8 µM. 370,000 compounds, 1% hits;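 active = activation above the mean over all tested compounds plus 3 SD, cut at about 0.9% in these data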;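 note: 0% = DMSO-only wells and 100% = 3 µM delta7-dafachronic acid wells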
DAX1 inh-2 – DAX1 (NR0B1) inhibitors on StAR promoter, primary screen, cell-based, luminescence, SF-1 (NR5A1), full-length DAX-1; HEK293T StAR-luciferase reporter, SF-1/DAX-1 repression relief; inhibition, % at 6.8 µM; 370,000 compounds, 1.1% hits; AID 652010, 2013;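 active = inhibition above the mean over all tested compounds plus 3 SD, cut at about 3.6% in these data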;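 note: 0% = DAX-1 cells with DMSO and 100% = cells lacking DAX-1 with DMSO; higher inhibition means more luminescence from relief of DAX-1 repression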
PG9 binder – binders of HIV-1 gp120 antibody PG9, primary screen, biochemical, TR-FRET | inhibition, % at 6.7 µM | HIV-1 gp120 / PG9 antibody interaction | 360,000 compounds, 0.43% hits | TR-FRET gp120-PG9 antibody binding; in the data active = inhibition above about 8.5%
hgDAF-12 ag – H. glycines DAF-12 receptor agonists, primary screen, cell-based, luminescence, HEK293, GAL4 fusion, UAS-luciferase; HEK293 GAL4-hgDAF12 UAS-luciferase reporter, agonist luminescence; normalized to butyrate control; activation, % at 6.8 µM; 370,000 compounds, 1.8% hits;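 active = activation above a cutoff set at the mean of all screened compounds plus 3 SD, cut at about 10% in these data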;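 note: 0% = DMSO wells and 100% = sodium butyrate wells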
SMARCA2 activ – SMARCA2 (BRM) function activators, primary screen, cell-based, luminescence, high throughput. activation, % at 9.1 µM. MG213 cells, MMTV-luciferase reporter, dexamethasone, overnight. AID 652017, 2013. 370,000 compounds, 1% hits; in the data active = activation above about 7.8%;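 note: 0% = vehicle wells and 100% = reference activator wells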
GAA850 FXN act – FXN promoter activators, primary screen, cell-based, luciferase luminescence, HEK293 lucGAA850 | HEK293 lucGAA850 FXN promoter luciferase reporter, 24 h; percent of 10 µM SAHA response | 360,000 compounds, 0.56% hits | activation, % at 6 µM;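 active = activation above the average of all compounds screened plus 3 SD, cutoff fixed separately per campaign, cut at about 7.5% in these data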;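 note: 0% = DMSO wells and 100% = 10 µM SAHA wells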
hcDAF12 agonist – H. contortus DAF-12 nuclear receptor activators, primary screen, cell-based, luminescence, HEK293, lit1-tk-luc reporter; 370,000 compounds, 1.4% hits; AID 652067, 2013; activation, % at 6.8 µM; HEK293 hcDAF-12 lit1-tk-luc reporter; 0% DMSO, 100% Δ7-dafachronic acid;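 active = activation above the mean of all tested compounds plus 3 SD, cut at about 5.5% in these data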;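 note: 100% = response to 3 µM Δ7-dafachronic acid high control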
Numbers without * were called inactive; x = not tested or not shown.

cpd	SMILES	NR1D1 modulator	PLCb3 inh	sPLA2-III inh	DAX1 inh-1	ssDAF12 agonist	DAX1 inh-2	PG9 binder	hgDAF-12 ag	SMARCA2 activ	GAA850 FXN act	hcDAF12 agonist
1	O=C(Nc1ncccc1O)c1ccc(Oc2ccccc2)cc1	1	-7	-31	1.4	0.2	3.8*	-2.9	19*	3	4.5	6.8*
2	O=C(CSc1nc2c(sc3ccccc32)c(=O)n1CCO)NCc1ccco1	-11	1	-2	-0.6	-0.3	-0.3	3.7	-1.3	-4	0.9	-1.2
3	OC[C@@H]1CN(Cc2ccc3c(c2)OCO3)C[C@H](n2cnc3c(NCc4ccco4)ncnc32)O1	1	-2	-5	x	-1.2	-1.2	-0.7	1.5	-5	-1.9	0.2
4	Cc1ccc2ncccc2c1NC(=S)NC(=O)c1ccccc1	11	-2	3	0.8	-0.6	-0.9	-0.7	-1.7	-3	-1.7	1.7
5	COC(=O)CCC(=O)NNC(=O)c1cccc(Br)c1	-3	0	3	-0.3	-1.4	-0.9	0.0	1.0	-1	3.8	-0.7
6	COc1ccc(OC)c(-c2c[n+](=O)c3c(n2[O-])CCCC3)c1	-1	4	1	-1.4	-1.4	-0.3	0.1	4.3	0	-0.2	1.1
7	Cc1ccc(C)c(/C=N/NC(=S)NC(C)C)c1	2	2	-1	0.6	-1.6	-0.7	0.1	2.9	0	2.4	-2.5
8	COc1ccc(Cc2[nH]n3c(=O)cc(C)nc3c2-c2ccccc2)cc1	-8	-2	-9	-0.6	-1.1	-0.4	-0.7	1.8	0	0.7	-0.3
9	CCC(C)(C)n1nnnc1C(c1ccc(OC)c(OC)c1)N1CCN(c2ccc(F)cc2)CC1 (stereo unspecified)	1	0	2	0.4	-1.0	-0.8	-0.8	1.1	0	-0.2	-1.4
10	Cc1ccc(S(=O)(=O)Nc2cccnc2)cc1C	-4	-1	-6	-0.1	-0.3	0.5	-1.6	0.9	0	1.4	2.4
11	Cc1cccc(N2CCN(C(=O)CNC(=O)C3CCCCC3)CC2)c1C	0	-11	4	-4.2	-1.6	-4.9	0.4	-3.7	-2	4.3	-2.1
12	CC(C)[C@@H]1Cc2[nH]c(=O)[nH]c(=O)c2[C@H](C)O1	1	2	1	x	-0.8	3.1	-0.7	-0.3	-2	x	-1.9
13	CCOc1cccc2sc(N(CCCN(C)C)C(=O)c3ccc(S(=O)(=O)N(C)c4ccccc4)cc3)nc12	1	4	-25	-0.6	-0.3	-0.1	-4.4	0.1	1	2.0	-1.3
14	CC(c1ccccc1)n1c(Br)nc2c1c(=O)[nH]c(=O)n2C (stereo unspecified)	0	-3	0	2.4	-0.8	0.3	-0.9	-2.6	-2	0.5	-2.3
15	O=C(NCCc1c[nH]c2ccccc12)C1CCN(Cc2ccc(Br)cc2)CC1	-7	-6	-83	-2.0	-0.6	-0.4	-0.3	2.3	1	-0.6	1.1
16	COc1cccc(C(=O)NNC(=O)C2CC(C)=C(C)CC2C(=O)O)c1 (stereo unspecified)	-4	-3	8	0.1	-1.3	-0.2	0.0	1.1	3	0.4	-0.3
17	COC(=O)C1(CCSC)NC(c2ccccc2OC)C2C(=O)N(C)C(=O)C21 (stereo unspecified)	5	2	8	0.7	-0.8	-0.5	-0.3	0.8	-12	-1.7	-0.4
18	COC(=O)[C@]12C[C@H](CC(=O)N3CCN(C(=O)C4CC4)CC3)C(=O)N(Cc3ccc(Cl)cc3Cl)C1=C[C@H](C(C)C)O[C@@H]2C1CC1	2	0	-14	x	-1.6	-1.7	x	-0.6	-2	x	-2.5
19	CCCNC(=O)c1ccccc1NC(=O)COc1cccc2c1OC(C)(C)C2	7	-1	-8	-3.6	-1.4	-0.9	-1.2	-3.4	-3	-1.9	-2.2
20	COc1ccc(OC)c(NC(=O)CSc2nnc(C3CCCCC3)n2N)c1	-2	-4	4	-1.0	-1.1	0.3	1.3	-3.8	-1	2.6	-0.6
21	CC(C)c1ccc(-n2nnnc2SCc2nc(N)nc(N)n2)cc1	-2	-4	-3	x	-0.6	-0.4	1.7	-1.4	-1	3.0	-0.3
22	CS(=O)(=O)N1CCCC(C(=O)Nc2ccc(F)c(F)c2)C1 (stereo unspecified)	1	-3	5	-0.3	-1.7	-0.2	1.6	1.1	-5	-0.2	-1.9
23	CCCOC(=O)CCn1c(=S)oc2ccccc21	-6	5	1	-0.5	-1.5	-0.7	-0.8	2.4	2	3.8	-0.2
24	CN(CCC#N)C(=O)COC(=O)c1ccc(Cl)c(S(=O)(=O)N(C)c2ccccc2)c1	-3	-1	1	1.0	-0.8	1.1	0.5	-0.2	-3	0.2	-0.9
25	COc1ccc(-n2cnnc2SCC(=O)Nc2cccnc2Cl)cc1	4	5	-2	-0.3	-1.0	-0.7	-0.2	0.0	-2	0.3	0.2

Single entries from the results shown.
DAX1 inh-2, #15 is entered as -0.4
hgDAF-12 ag, #13 is entered as 0.1

Following part
cpd	SMILES	NR1D1 modulator	PLCb3 inh	sPLA2-III inh	DAX1 inh-1	ssDAF12 agonist	DAX1 inh-2	PG9 binder	hgDAF-12 ag	SMARCA2 activ	GAA850 FXN act	hcDAF12 agonist
26	C/C(=N\NC(=O)CNC(=O)C1COc2ccccc2O1)c1ccc(Cl)cc1 (stereo unspecified)	4	-25	-6	-0.9	-1.9	-0.1	-0.9	-0.4	-1	1.1	-1.6
27	CCOC(=O)CNC(=O)c1ccc2c(c1)OCCO2	1	1	0	2.5	0.2	1.0	-0.6	5.1	6	2.1	3.8
28	CC1CCCC12NC(=O)NC2=O (stereo unspecified)	-3	-1	5	0.0	-1.1	-0.1	0.3	5.6	-3	0.2	1.5
29	O=C(CSc1nnc(SCc2ccc(Cl)cc2)s1)N/N=C/c1c[nH]c2ccccc12	-29	1	-1	3.0	0.6	0.1	-1.3	-2.9	-2	0.5	5.6*
30	Cc1c2c(n3c(nc4ccccc43)c1C#N)N(CCN1CCOCC1)CC2	-5	-302	0	0.3	-0.3	0.0	-1.5	1.4	-2	-1.7	-0.2
31	Cc1nc2c(-c3ccc(Cl)cc3)c(C)[nH]n2c(=O)c1Cc1ccccc1	-1	-49	0	-2.6	-2.2	-2.4	-1.0	-6.1	-4	-5.0	-0.2
32	Cc1cccc(-n2ncc3c(N4CC(C)CC(C)C4)ncnc32)c1 (stereo unspecified)	-4	-4	17	2.2	-0.1	1.5	0.0	4.7	6	2.1	5.0
33	O=S1(=O)CCOC[C@H](c2ccccc2)N1Cc1cccc(F)c1	8	5	-1	0.5	-1.4	-0.1	-1.6	-3.4	2	0.7	-1.7
34	CN1CCC(N(C)S(=O)(=O)c2ccc(NC(=O)c3cccc(C#N)c3)cc2)CC1	1	-3	-26	1.5	-1.1	1.1	-1.9	3.3	0	1.1	0.1
35	COc1cc(Br)cc2cc(C(=O)OC3CCN(C)CC3)c(=O)oc12	-1	-10	6	0.1	-1.2	-0.5	0.5	0.8	-3	-3.1	-0.3
36	O=C(CN1CCCC1=O)NC1CCCc2c1cnn2-c1cc(F)cc(F)c1 (stereo unspecified)	-3	-6	9	-0.5	-0.6	1.6	-2.1	2.1	-1	3.0	-0.8
37	CCCCCCCCCS(=O)(=O)N/N=C/c1cccc([N+](=O)[O-])c1	1	-4	-15	1.4	-1.4	-0.5	2.4	-2.1	-4	0.4	-0.8
38	Cc1ccc(-c2n[nH]c(=S)n2/N=C/c2sccc2C)cc1	0	0	10	2.4	-0.5	-0.7	1.4	-2.2	-5	1.2	-0.8
39	Cc1cccc(C(=O)Nc2ccccc2NC(=O)c2cccc(C)c2)c1	4	-2	-20	0.9	-1.3	-1.6	1.1	-1.6	0	-1.6	-2.5
40	CC(CCc1ccccc1)NC(=O)COC(=O)c1ccc([N+](=O)[O-])cc1 (stereo unspecified)	-8	0	2	0.0	-1.1	0.3	-0.9	0.7	0	0.5	-0.4
41	Cc1cc(C)cc(NC(=S)NCC2CCCO2)c1 (stereo unspecified)	-1	6	14	-0.8	-1.3	0.4	-0.7	3.0	1	0.2	-0.8
42	O=C(N/N=C/c1ccc([N+](=O)[O-])o1)c1cc2c(ccc3ccccc32)o1	-2	-6	-1	-1.1	-1.3	-0.7	0.9	-0.3	1	0.5	-0.1
43	O=C(NC(C(=O)N1CCCC1C(=O)NC1CCCC1)c1ccccc1)c1cccs1 (stereo unspecified)	-1	0	6	x	-0.9	0.4	-2.2	-3.8	-2	x	-1.0
44	CC(=O)Nc1ccc(C(=O)CSc2nnc(-c3ccc(O)cc3)n2CC2CCCO2)cc1 (stereo unspecified)	2	-1	-27	0.5	-1.0	0.1	-1.1	0.7	2	0.8	-0.6
45	CCc1ccc(C(=O)COc2ccc(NC(C)=O)cc2)cc1	6	-2	-2	1.1	-0.8	0.0	-0.1	0.5	0	3.8	-0.4
46	CCO[C@@H]1OC(C(N)=O)=C[C@H](c2coc3ccccc3c2=O)[C@H]1CCCO	-1	1	1	1.2	-1.1	-0.1	-1.7	-0.3	1	-2.2	-2.0
47	O=C(CSc1nnc2ccc(-c3ccc(Br)cc3)nn12)NCC1CCCO1 (stereo unspecified)	1	-381	12	-0.8	-1.1	-0.7	1.7	-1.0	-4	-0.5	-0.7
48	CNC(=S)N1N=C(c2ccc(C)cc2)CC1c1ccc(OC)cc1 (stereo unspecified)	9	1	-4	-0.7	-1.6	-0.4	-0.4	1.9	-1	2.0	-1.3
49	O=C(/C=C/[C@H]1O[C@@H](n2cnc3c(NC(=O)c4ccccc4)ncnc32)[C@H](O)[C@@H]1O)NCCCc1ccccc1	-3	2	17	x	-1.1	-2.1	1.4	-4.0	-3	x	-0.8
50	CC(C)Cc1nnc(NC(=O)Nc2ccccc2)s1	6	1	-6	0.1	-1.7	2.3	0.3	21*	-1	5.0	2.3
51	Cc1ccc(/C=C/c2nnc(-c3ccc(C)cc3)o2)cc1	2	-4	0	0.2	-1.0	0.6	2.0	2.4	2	1.2	1.4
52	Cc1ccc(C)c(NC(=S)N2C3CCCC2CC(NC(=O)C2CC2)C3)c1 (stereo unspecified)	0	-1	21*	-0.4	-0.6	-0.2	-1.4	-0.6	-4	0.1	-0.2
53	COC(=O)C(NC(=O)CN1C(=O)c2ccccc2C1=O)c1ccc(O)c(OC)c1 (stereo unspecified)	-5	-5	-1	-0.4	-1.0	0.3	-1.6	-1.1	-1	1.0	-1.4
